Pin1 inh: blocks the human prolyl isomerase Pin1. Pin1 FP peptide displacement, HiFluor488, 10 min. Potency, µM (top dose mostly 115 µM), without a hit: at the highest dose activity, negative = inhibition, hits mostly inhibitors. actives 0.009% (n = 390,000). AID 504891; active = well fitted inhibition curve with a large enough effect in the polarisation, with a control signal flat, not every such curve was filed as active; inconclusive = small, poorly fitted or top-dose-only effect, or effect the other way, or a change in a side signal; inactive = no such curve, though single readings can be large or run the other way; the % refers to the polarisation; note: potency is the fitted concentration of half-maximal effect; % is set by controls: 0 for no effect and ±100 for the full control effect
Target sequence (Q13526 whole entry, looked up): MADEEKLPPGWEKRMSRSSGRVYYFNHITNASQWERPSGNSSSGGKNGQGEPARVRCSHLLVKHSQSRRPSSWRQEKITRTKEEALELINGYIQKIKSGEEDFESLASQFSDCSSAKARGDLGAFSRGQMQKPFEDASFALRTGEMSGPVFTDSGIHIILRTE
BAZ2B block: BAZ2B (human) inhibition; Potency, µM (titrated, usually from 114 µM), inactives show top-dose activity change, negative = inhibition, most hits filed as inhibitors; Q9UIF8; AID 504333; actives 4.4% (n = 360,000); AlphaScreen BAZ2B-H3K14Ac peptide displacement; note: potency is the fitted concentration of half-maximal effect; % is set by controls: 0 for no effect and ±100 for the full control effect; nearly all actives have a fitted effect of over 60% in size
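Inhibition is scored as reduced AlphaScreen emission. The BAZ2B/b-H3(5-23)K14Ac complex (50 nM each) in PBS pH 7.4, 0.01% Tween-20 meets compound (up to 110 uM) for 30 min at RT before bead addition.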
GLS inhibitor: blocks human kidney-isoform glutaminase activity | O94925 | GLS enzymatic activity, qHTS titration | Potency, µM (highest dose often 45.5 µM), inactives show at the top dose activity change, negative = inhibition, actives largely listed as inhibitors | actives 0.21% (n = 410,000) | AID 624170; note: potency is the fitted concentration of half-maximal effect; % is set by controls: 0 for no effect and ±100 for the full control effect
Target sequence (O94925 whole entry, looked up, canonical isoform): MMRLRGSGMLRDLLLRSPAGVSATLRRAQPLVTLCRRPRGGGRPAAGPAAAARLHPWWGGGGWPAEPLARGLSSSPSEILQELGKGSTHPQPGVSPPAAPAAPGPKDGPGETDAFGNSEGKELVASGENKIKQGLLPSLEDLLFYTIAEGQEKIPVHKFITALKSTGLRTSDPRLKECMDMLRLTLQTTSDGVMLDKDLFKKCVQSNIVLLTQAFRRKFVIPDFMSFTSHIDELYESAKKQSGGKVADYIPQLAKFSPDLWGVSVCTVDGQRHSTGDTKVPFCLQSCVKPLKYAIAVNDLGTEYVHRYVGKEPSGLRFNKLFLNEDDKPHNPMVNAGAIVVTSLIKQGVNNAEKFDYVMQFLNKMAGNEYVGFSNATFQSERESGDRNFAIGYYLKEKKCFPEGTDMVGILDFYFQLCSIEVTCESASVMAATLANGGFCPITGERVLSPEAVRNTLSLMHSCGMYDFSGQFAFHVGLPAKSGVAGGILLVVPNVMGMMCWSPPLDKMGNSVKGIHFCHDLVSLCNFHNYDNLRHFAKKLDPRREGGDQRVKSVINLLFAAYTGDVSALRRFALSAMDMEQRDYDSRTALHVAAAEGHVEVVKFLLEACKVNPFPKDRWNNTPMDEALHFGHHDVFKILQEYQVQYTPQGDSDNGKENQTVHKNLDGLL
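hKGA in 45 mM KH2PO4 (pH 8.2), 0.02% Tween-20 with compound, then 1mM L-Glutamine (stock as added) plus glutamate oxidase/HRP/Amplex red coupling mix. Fluorescence read initially and after 30 min at RT; signal change reflects glutamate formation.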
PI4K2A inh: blocks human PI4K2A kinase activity; actives 0.13% (n = 420,000); AID 1346378; purified PI4K2A, ADP-Glo luminescence, 1 h; hits give low values; activity change, negative = inhibition, % at 76.9 µM; in the data active = activity change below about -50%; inconclusive = mostly about -30% to -49%;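 note: -100% = wells without enzyme as full effect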
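In this quantitative HTS, ADP production by PI4K2A was quantified luminescently after 1 h at ambient temperature; 100 microM adenosine served as plate-quality control.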
PGK inhibitor: inhibitors of T. brucei phosphoglycerate kinase | P07378 | PGK/GAPDH coupled, Kinase-Glo luminescence, 60 min | Potency, µM (doses to about 57.5 µM), for inactives: top-dose activity change, negative = inhibition, actives largely listed as inhibitors | actives 0.043% (n = 380,000) | AID 602233; note: potency is the fitted concentration of half-maximal effect; % is set by controls: 0 for no effect and ±100 for the full control effect; nearly all actives have a fitted effect of over 60% in size
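Luminescent ATP detection (Kinase-Glo Plus) follows a 60-minute room-temperature incubation, with wells lacking PGK as controls. Buffer: 100 mM TEA (pH 7.6), 5 mM MgCl2, 0.01% Tween-20. Coupling enzyme GAPDH (100 nM final) supplies unstable 1,3-BPG in-well.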
G9a inh: inhibitors of human histone lysine methyltransferase G9a. Q96KQ7. G9a H3K9 monomethylation, AlphaScreen, 2 h. Potency, µM (doses to about 102 µM), inactives show at the top dose activity, negative = inhibition, usual class: inhibitors. actives 8.8% (n = 350,000); note: potency is the fitted concentration of half-maximal effect; % is set by controls: 0 for no effect and ±100 for the full control effect; nearly all actives have a fitted effect of over 75% in size
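Compounds were preincubated with 20 nM G9a for 15 min, after which biotinylated H3K9 peptide (500 nM) and SAM (20 uM) started a 2 h room-temperature reaction. Monomethylated product was quantified by antibody-based AlphaScreen chemiluminescence.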
HP1b chromo inh: HP1-beta chromodomain-methylated histone interaction inhibition. P83916. AlphaScreen HP1-beta / biotin-H3K9me3 peptide binding. Potency, µM (titrated, usually from 114 µM), inactives show at the top dose activity change, negative = inhibition, usual class: inhibitors. actives 0.56% (n = 390,000). AID 540317; note: potency is the fitted concentration of half-maximal effect; nearly all actives have a fitted effect of over 70% in size; inactives centre near 23
Target sequence (P83916 whole entry, looked up): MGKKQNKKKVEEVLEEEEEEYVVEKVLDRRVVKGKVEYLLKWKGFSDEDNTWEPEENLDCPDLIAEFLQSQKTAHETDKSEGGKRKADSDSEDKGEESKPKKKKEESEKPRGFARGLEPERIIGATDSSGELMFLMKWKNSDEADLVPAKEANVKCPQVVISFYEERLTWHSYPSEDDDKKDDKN
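HP1-beta protein (50 nM final) preincubated 30 min at room temperature with biotinylated H3(1-18)K9me3 peptide (50 nM) in PBS pH 7.4, 0.01% Tween-20, then compound added for 30 min. AlphaScreen streptavidin donor/nickel chelate acceptor beads (10 ug/mL final), 30 min dark, luminescence read.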
JMJD2A Tudor inh: blocks the human JMJD2A Tudor domain; O75164; AlphaScreen JMJD2A-Tudor / H3K4me3 peptide binding; Potency, µM (highest dose often 114 µM), for inactives: top-dose activity change, negative = inhibition, usual class: inhibitors; actives 4.4% (n = 390,000); note: potency is the fitted concentration of half-maximal effect; % is set by controls: 0 for no effect and ±100 for the full control effect; nearly all actives have a fitted effect of over 50% in size
Pol eta inh: blocks human DNA polymerase eta activity; Q9Y253; recombinant Pol eta, fluorescent DNA replication assay; Potency, µM (titrated, usually from 114 µM), inactives show at the highest dose activity change, negative = inhibition, hits mostly inhibitors; actives 1.2% (n = 390,000); note: potency is the fitted concentration of half-maximal effect; % is set by controls: 0 for no effect and ±100 for the full control effect
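Pol eta at 10 nM preincubated with compounds 15 min at room temperature; reaction started with fluorescent substrate (50 nM final) and read kinetically at 0 and 10 min.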
Numbers without * were called inactive; i = inactive; ? = inconclusive; . = no result given; & = joins results of further samples; [ ] = remark or other dose. Unless noted, calls come from the whole dose curve; as a rule, active = well fitted curve in the direction sought with a large enough effect; inconclusive = small, poorly fitted or top-dose-only effect, or another doubt; inactive = no such curve, though single readings can be large; an effect the other way counts as inactive or inconclusive. These rows are one share of the data; count on the stated rates, not on these rows.

compound	GLS inhibitor	Pol eta inh	BAZ2B block	PGK inhibitor	G9a inh	PI4K2A inh	JMJD2A Tudor inh	Pin1 inh	HP1b chromo inh
CCC1CCCCN1CCCNC(=O)c1ccc2c(c1)N(Cc1ccc(F)cc1)C(=O)c1ccccc1S2=O (stereo not drawn)	5.7%	-9.7%	-12.0%[57.1 µM]	-4.9%	?	1.8	-20.5%	-0.9%	32.7%
N#C/C(=C\c1c[nH]c2ccc(Br)cc12)c1ccccn1	-1.3%	-5.7%	-2.5%	-6.3%	-43.4%	-6.1	-21.7%	0.1%	-17.5%
CC1CCCC(C)N1C(=O)COc1ccc(C(=O)Nc2ccccc2N2CCOCC2)cc1 (stereo not drawn)	-15.9%	-22.2%	-14.6%	i	-15.6%	-2.3	-11.2%	-0.8%	22.1%
Cc1c(C)c2cc(Cl)c(O)c(CN(C)C)c2oc1=O	-7.9%	-0.9%	-0.6%	-0.9%	-2.2%[12.7 µM]	-8.6	17.8µM*	-10.1%	-0.9%
COc1ccc(O)c(C(=O)c2cnc3c(c2)c(=O)[nH]c(=O)n3C)c1	-0.6%	-5.9%	7.9%	-1.4%	22.3%[59 µM]	-5.6	-10.2%	-2.8%	26.4%
Cn1c(=O)c(=O)n(C)c2cc(S(=O)(=O)N3CCCCC3)ccc21	-4.2%	-2.2%	-4.1%	-3.7%	?	2.5	-7.4%	3.0%	19.0%
O=c1oc2c3c4c(cc2c2c1CCC2)OCCN4CCC3	6.7%	?	14.3%	i	-93.1%	-11.2	21.5%	?	53.2%[activator]
CSc1ccccc1-c1nc(-c2ccncc2)no1	9.3%	-12.5%	-7.3%	-5.9%	7.9%	-5.0	16.6%	-7.9%	54.8%[activator]
O=C(CC(NS(=O)(=O)c1ccc(Cl)cc1)c1ccco1)N1CCc2ccccc21 (stereo not drawn)	7.0%	-19.0%	-5.7%	-0.1%	?	-5.2	-18.9%	6.8%	-5.5%
O=S(=O)(c1ccc2ccccc2c1)N1CCN(Cc2ccccn2)CC1	0.0%	-14.5%	79.4µM*	-4.1%	?	0.4	3.16µM*	-11.7%	-9.0%

Other structures follow:
compound	GLS inhibitor	Pol eta inh	BAZ2B block	PGK inhibitor	G9a inh	PI4K2A inh	JMJD2A Tudor inh	Pin1 inh	HP1b chromo inh
O=C(COC(=O)C1(c2ccccc2)CC1)NNC(=O)c1ccccc1	5.7%	-3.8%	5.3%	-1.4%	11.5%[12.7 µM]	-1.6	-14.6%	-11.6%	8.8%
CCn1c(CC2C(=O)N(C)c3ccc(Br)cc32)nc2ccccc2c1=O (stereo not drawn)	6.9%	-15.8%	-22.9%	-6.3%	4.6%[59 µM]	-4.4	-19.8%	-11.2%	17.6%
COc1cccc(OCCOCCN(C)CCO)c1	8.9%	-5.9%	3.1%	1.6%	4.5%[12.7 µM]	-7.9	-8.1%	0.4%	24.8%
Cc1cc(O)c(/C=N/Nc2cccc(Cl)c2)c(=O)o1	9.1%	-4.4%	-7.2%	-1.2%	2.24µM*	0.1	-26.0%[11.4 µM]	11.6%	36.4%
Cn1cccc1C(=O)NCc1ccc(Cl)cc1	0.0%	-5.6%	?	-4.5%	44.7µM*	0.2	-35.3%	6.3%	-26.3%
CC(=O)CCC(=O)OCC(=O)c1ccc(C(F)(F)F)cc1	-3.7%	-1.9%	-16.6%	-8.6%	?	-1.2	-10.9%	-1.1%	27.0%
COc1ccc(/C=C(/NC(=O)c2ccc(C)cc2)C(=O)NCC2CCCO2)cc1 (stereo not drawn)	6.0%	8.3%	-1.7%	-1.5%	-4.4%	-0.1	-8.0%	-1.6%	9.3%
CC1CCN(Cc2cc(=O)oc3cc4c(cc23)CCCC4)CC1	-0.3%	-9.2%	0.1%	5.6%	-49.5%	3.8	5.3%	3.9%	42.2%[activator]
CN=C1SC(CC(=O)Nc2c(C)cccc2C)C(=O)N1/N=C/c1cccs1 (stereo not drawn)	3.8%	-12.2%	-0.6%	-8.4%	-10.4%[59 µM]	-0.6	-24.5%	2.1%	22.1%
COc1cc(SC)ccc1C(=O)OCC(=O)NCCC1=CCCCC1	7.0%	-5.8%	-2.6%	5.4%	9.1%	4.5	7.6%	-1.6%	38.0%

Record cards, from the list above. Order of values: GLS inhibitor	Pol eta inh	BAZ2B block	PGK inhibitor	G9a inh	PI4K2A inh	JMJD2A Tudor inh	Pin1 inh	HP1b chromo inh
Profile of CCn1c(CC2C(=O)N(C)c3ccc(Br)cc32)nc2ccccc2c1=O (stereo not drawn) = 6.9%	-15.8%	-22.9%	-6.3%	4.6%[59 µM]	-4.4	-19.8%	-11.2%	17.6%
Profile of CC(=O)CCC(=O)OCC(=O)c1ccc(C(F)(F)F)cc1 = -3.7%	-1.9%	-16.6%	-8.6%	?	-1.2	-10.9%	-1.1%	27.0%

Later entries:
compound	GLS inhibitor	Pol eta inh	BAZ2B block	PGK inhibitor	G9a inh	PI4K2A inh	JMJD2A Tudor inh	Pin1 inh	HP1b chromo inh
COc1cccc(CNCCO)c1OCc1ccccc1Cl	0.9%	-16.1%	4.7%	-7.7%	12.4%[59 µM]	-4.2	0.0%	-8.8%	24.7%
COc1ccc(CNC(=O)N2CCN(c3ccc(F)cc3)CC2)cc1	7.0%	-13.8%	-20.1%	-8.2%	54.3%[activator]	-1.2	-21.8%	-0.5%	29.8%
COc1ccccc1N1CC(C(=O)NCC2COc3ccccc3O2)CC1=O (stereo not drawn)	0.7%	-10.4%	.	0.5%	.	-0.1	8.8%	-0.9%	26.3%
Cc1cc(=O)n2nc(N3CCC(C(=O)NCc4ccc(Cl)cc4)CC3)sc2n1	1.5%&-7.4%	4.5%&-20.4%	-13.2%&0.9%	-4.5%&-1.7%	4.7%	0.0&5.1	-15.8%&1.3%	4.9%&-1.4%	19.0%[57 µM]
CCc1nnc(SCc2ccc(OC)cc2)c2cc3sc(C)cc3n12	-6.2%	10.5%	-12.3%	0.0%	-18.8%[59 µM]	-7.8	-8.8%	1.4%	41.2%[activator]
COc1ccc(C)cc1-n1c(SCC(=O)N2CCOCC2)nc2ccccc2c1=O	0.1%	-1.8%	.	-0.5%	.	5.8	.	.	.
O=C(Nc1cccnc1)c1ccc(COc2ccccc2Br)o1	-0.4%	-11.9%	3.6%	3.4%	3.3%[12.7 µM]	0.5	-27.5%	0.5%	21.7%
CCOc1ccccc1NC(=O)c1cccc(NC(=O)CC(c2ccccc2)c2ccccc2)c1	2.2%	-17.9%	-6.3%	7.1%	4.8%[12.7 µM]	-10.2	-8.8%	43.7%[activator]	17.3%
O=[N+]([O-])c1cc(C(F)(F)F)ccc1NN=C1CCCC1	5.8%	-7.5%	10µM*	i	?	-4.1	?	-10.1%	?
Cc1oc2cc(OC(=O)c3ccco3)ccc2c(=O)c1-c1nc2ccccc2n1C	-10.1%	-3.7%	-2.7%	i	?	21.6	-4.2%	3.9%	52.9%[activator]

Next section.
compound	GLS inhibitor	Pol eta inh	BAZ2B block	PGK inhibitor	G9a inh	PI4K2A inh	JMJD2A Tudor inh	Pin1 inh	HP1b chromo inh
NC(=O)CC(NC(=O)Cc1ccc(Cl)cc1)c1ccc(NCCOc2ccccc2)c([N+](=O)[O-])c1 (stereo not drawn)	-5.2%	-18.0%	-36.8%	-5.7%	.	1.1	-26.6%	17.8%	17.2%
COc1ccccc1OCC(=O)N/N=C/C=C/c1ccc([N+](=O)[O-])o1	14.6%	?	-31.9%	-1.5%	-13.3%[59 µM]	-6.7	?	-3.7%	8.8%
C=CCn1c(SCc2nc3scc(-c4ccccc4)c3c(=O)[nH]2)nnc1-c1ccccc1F	6.7%	-4.9%	-3.0%	-5.4%	-8.3%[59 µM]	-0.4	-28.6%	?	0.7%
CC(Oc1ccc(S(=O)(=O)N2CCCC2)cc1[N+](=O)[O-])C(=O)N(C)c1ccccc1 (stereo not drawn)	1.0%	-10.0%	-0.7%	-2.8%	-11.6%[2.33 µM]	3.6	-5.5%	5.2%	23.9%
C=CCNC(=O)COC(=O)c1c2c(nc3ccccc13)CCC2	3.4%	35.5µM*	50.1µM*	-10.4%	39.8µM*	-14.7	28.2µM*	?	?
CCO[C@H]1OC(C(=O)N2CCOCC2)=C[C@@H](c2ccccc2)[C@@H]1CCCO	1.6%	-14.0%	-13.5%	-10.8%	21.5%[12.7 µM]	-1.6	-18.9%	-3.7%	19.3%
Cc1cc(C)nc(SCc2cc(=O)c(OC(=O)c3cc([N+](=O)[O-])ccc3Cl)co2)n1	-22.2%	-10.8%	?	-1.6%	-30.1%[59 µM]	6.4	-20.6%	1.4%	10.8%
O=C(CC1C(=O)NCCN1C/C=C/c1ccccc1)NCCc1cccnc1 (stereo not drawn)	11.4%	-14.6%	-3.2%	-7.7%	3.3%	2.0	-15.8%	-8.0%	29.4%
O=C(c1ccc2c(c1)OCO2)C1CCCN(C(=O)NCc2ccccc2)C1 (stereo not drawn)	?	-7.6%	-21.1%	i	-7.7%	-2.6	-8.3%	-3.9%	28.3%
COC(=O)c1cccc(NC(=O)Cn2nnc3ccccc32)c1	14.7%	9.5%	1.9%	-3.2%	6.4%[59 µM]	-2.9	-8.6%	1.2%	22.6%
COc1cc(O)c(C=Nc2ccccc2NS(=O)(=O)c2ccc(C)cc2)c(OC)c1	39.3%[activator]	-11.9%	.	3.3%	.	-3.0	-22.9%	28.4%	15.8%
COc1ccc(CCn2cc3c(c2-c2ccccc2Br)c(=O)n(C)c(=O)n3C)cc1OC	-13.6%	-4.6%	-36.3%	i	?	4.4	?	5.9%	-10.7%

Assay outcomes deposited in PubChem BioAssay by National Center for Advancing Translational Sciences (NCATS).
